# FEN1 inhibitor = human FEN1 inhibition. Recombinant FEN1 flap cleavage, fluorescence, 15 min. P39748. 390,000 tested, 0.35% active. Potency, µM (doses to about 114 µM), inactives show at the highest dose activity change, negative = inhibition, actives largely listed as inhibitors; also: nearly all actives have a fitted effect of over 65% in size
# Target sequence (P39748 whole entry, looked up): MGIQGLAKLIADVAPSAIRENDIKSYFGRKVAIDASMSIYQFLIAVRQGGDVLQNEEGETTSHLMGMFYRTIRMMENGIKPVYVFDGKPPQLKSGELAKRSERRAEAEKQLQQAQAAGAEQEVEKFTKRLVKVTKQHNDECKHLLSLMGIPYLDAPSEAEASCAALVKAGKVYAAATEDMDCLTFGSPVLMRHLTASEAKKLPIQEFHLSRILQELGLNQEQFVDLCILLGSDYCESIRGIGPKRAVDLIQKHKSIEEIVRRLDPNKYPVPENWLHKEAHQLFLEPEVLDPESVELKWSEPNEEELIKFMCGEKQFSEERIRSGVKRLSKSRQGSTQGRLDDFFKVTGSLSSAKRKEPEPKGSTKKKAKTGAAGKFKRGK
#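 Reaction started by adding substrate (50 nM final) to 10 nM enzyme after 15 min room-temperature compound preincubation. Reads at 0 and 15 min, with data normalized and fitted to a four-parameter Hill equation.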
# KAT2A inh = GCN5L2 (KAT2A) acetyltransferase inhibition | Q92830 | Potency, µM (top dose mostly 58.9 µM), without a hit: top-dose activity change, negative = inhibition, most hits filed as inhibitors | AID 504327 | 390,000 tested, 0.21% active | GCN5L2 HAT assay, ThioGlo1 CoA-SH fluorescence
#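 Compounds, pin-transferred from DMSO stocks, meet 20nM GCN5L2 for 15 min before the reaction begins with H3(1-25) peptide (75uM) and acetyl-CoA (70uM). Thiol-reactive ThioGlo1 reports CoA release over 20 min at room temperature.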
# DT40 TDP1 CPT = growth inhibition of DT40 Tdp1-/-;hTDP1 cells with camptothecin (screen for TDP1 inhibitors); chicken DT40 Tdp1-/-;hTDP1 cells + 20 nM CPT, ATP luminescence, 48 h; Potency, µM (series often up to 46.2 µM), for the others: top-dose activity change, negative = growth inhibition, actives largely listed as inhibitors; 420,000 tested, 12% active; also: nearly all actives have a fitted effect of over 55% in size
#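 Chicken DT40 Tdp1-/- cells stably complemented with human TDP1 were seeded at 400 cells/well in medium containing 20 nM camptothecin, exposed to pin-transferred compounds, and grown at 37 °C for at least 48 hr. Viability was read as ATP luminescence.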
# Numbers without * were called inactive; ? = inconclusive; · = no result given; & = joins results of further samples; [ ] = dose if it differs, or a comment. Calls follow the shape of the dose curve; as a rule, active = well fitted curve in the direction sought with a large enough effect; inconclusive = small, poorly fitted or top-dose-only effect, or another doubt; inactive = no such curve, though single readings can be large; an effect the other way counts as inactive or inconclusive. % is scaled to controls: 0 for no effect and ±100 for the full control effect; potency is read from the fitted curve at half-maximal effect.
SMILES,FEN1 inhibitor,KAT2A inh,DT40 TDP1 CPT
Cc1ccc(CNC(=O)c2cccc(-n3cnnn3)c2)cc1,3.3%,-1.1%,-7.2%
CC(=O)Nc1ccc(NC(=O)c2ccc(CSc3ccccc3)o2)cc1,-5.6%,-10.5%,1.0%
O=C(Nc1ccc(Cl)cc1)Nc1ccc2c(c1)N1CCN=C1S2,-3.6%,-0.2%,23.1µM*
CC(C)C(NC(=O)c1ccco1)C(=O)OCC(=O)N1CC(=O)Nc2ccccc21 (stereo unspecified),4.4%,-3.4%,12.3%
Cc1oc2ncn(CC(C)C)c(=O)c2c1C(=O)NCCCN1CCCCC1,-5.1%,-4.6%,-1.3%
COC(=O)c1ccc(C(=O)OC)c(NC(=O)C2CC(=O)N(C3CCCC3)C2)c1 (stereo unspecified),2.5%,·,-1.4%
O=C1N[C@@H](Cc2c[nH]c3ccccc23)COC(=O)[C@@H](Cc2ccc(F)cc2)CC/C=C/C[C@@H]1CC(=O)N(CCO)Cc1ccccc1,-11.7%,-10.5%,?
CC(C(=O)c1ccccc1)n1cnc2ccccc2c1=O (stereo unspecified),-11.3%,-6.2%,?
CC1(C)CC2(CCO1)OC(=O)CC2C(=O)Nc1ccccc1Cl (stereo unspecified),-7.7%,1.7%,?
Cc1cn(S(=O)(=O)c2ccc(Br)cc2)cn1,-5.8%,0.9%,0.0%
Cc1nnc(SCC(=O)Nc2nnc(-c3ccccc3)o2)s1,-2.5%,-4.0%,1.2%
NNC(=O)C1CC(O)CN1S(=O)(=O)c1ccc(Cl)cc1 (stereo unspecified),3.7%,-7.5%,-1.1%
Cc1ccc(NC(=O)Nc2ccccc2)c(Br)c1,-2.8%,-17.0%,0.2%
CN(Cc1ccccc1)C(=O)CCS(=O)(=O)c1ccc2c(c1)oc(=O)n2C,21.9%&20.1%,-0.1%&4.3%,-15.0%&-8.1%
O=C(Nc1ccccc1)N1CCSc2cc(Cl)ccc21,-3.6%,-14.1%,-11.0%
Cc1c(C(=O)N2CCCCC2)nnn1-c1nonc1N,0.2%,-1.1%,-7.3%
COc1cccc(NC(=O)CN(C)C(=O)/C=C/c2cn(-c3ccccc3)nc2-c2ccc(OC)c(OC)c2)c1,-18.7%,·,?
COc1cc(-c2cc3nc(C)c(C)c(=O)n3[nH]2)cc(OC)c1OC,6.0%,-12.9%,-9.0%
Cc1cc(C)cc(N(CCC#N)C(=O)CSc2nc3ccccc3c(=O)[nH]2)c1,-13.9%,-3.9%,-7.2%
Cc1ccc(C(=O)NC(=S)N2CCN(C)CC2)cc1Br,-2.9%,2.0%,?
COc1ccc(Cl)cc1NC(=O)N(C)Cc1c(C)nn(C)c1C,14.7%,-1.9%,-16.0%
COc1ccc(Nc2c3c(nc4ccc(NC(=O)/C=C/c5cc(OC)c(OC)c(OC)c5)cc24)CCCC3)cc1OC,-25.1%,-25.5%,1.03µM*
O=C1C2CC=C(Cl)CC2C(=O)N1CNc1ccccn1 (stereo unspecified),0.7%,-3.5%,-1.4%
Cc1cc(S(=O)(=O)N2CCCCC2)ccc1OCC(=O)N1CCCC1,11.1%,?,2.1%
Cc1cc(C)c(C#N)c(SCC(=O)Nc2ccc(S(=O)(=O)Nc3onc(C)c3C)cc2)n1,-0.3%,-1.3%,0.8%
# (list continues)
SMILES,FEN1 inhibitor,KAT2A inh,DT40 TDP1 CPT
O=[N+]([O-])c1cccc(-c2ccc(C(=S)N3CCOCC3)o2)c1,-15.7%,-10.5%,-7.5%
COc1ccc(Cn2ccnc2SCC(=O)Nc2ccccc2OC)cc1,4.2%,-3.1%,?
COC(=O)/C(=C/c1ccco1)NC(=O)c1ccccc1,9.0%,-4.4%,2.5%
CCC(=O)N(C)CCc1cc2c(c(OC)c1/C=N/NC(=O)c1ccncc1)OCO2,3.1%,11.7%,-19.2%
COc1ccc2oc(=O)c(C(=O)NCc3ccccn3)cc2c1,11.3%,?,2.4%
O=C(CSC1CS(=O)(=O)c2cc([N+](=O)[O-])ccc21)NNC(=O)c1ccccc1 (stereo unspecified),0.4%,-6.5%,13µM*
Cc1cc2oc3c(c(=O)c2cc1C)C(c1ccc(F)cc1)N(CCCN1CCOCC1)C3=O (stereo unspecified),-17.2%,0.8%,-3.0%
COC(=O)CN1C(=O)C(O)(c2c(C)[nH]c3ccccc23)c2ccccc21 (stereo unspecified),-7.7%,-2.1%,?
COCCCN(C(=O)C1CCC1)c1c(N)n(Cc2ccccc2)c(=O)[nH]c1=O,2.4%,1.3%,-7.8%
CCOC(=O)c1[nH]c2c(c1Cc1ccccc1OC)C(=O)CC(c1ccc(OC)cc1)C2 (stereo unspecified),-7.9%,-7.2%,?
Cc1ccc(C(=O)Nc2ccc3c(c2)OCCO3)cc1,2.7%,-0.7%,?
CC(C)(C)n1ncc2c(=O)n(CC(=O)NCc3ccc(F)cc3)cnc21,6.3%,-4.7%,6.51µM*
O=C(COC(=O)CC12CC3CC(CC(Br)(C3)C1)C2)NC(=O)NCc1ccco1,1.1%,?,2.2%
O=c1c2ccccc2nnn1CSc1nc2ccccc2c(=O)n1Cc1ccco1,-19.7%,3.1%,23.1µM*
CCC(C)n1c(=O)c2sccc2n2c(CCCC(=O)NCc3ccccc3Cl)nnc12 (stereo unspecified),-3.2%,-3.9%,1.4%
O=C1CC(N2CCN(c3ccccn3)CC2)C(=O)N1c1ccc(Cl)cc1 (stereo unspecified),-14.5%,-4.6%,-1.8%
CCn1c(SCC(=O)NC2CCCC2)nnc1-c1ccoc1C,-12.6%,-3.3%,-9.7%
CCNC(=O)NC(=O)CSc1ccccc1F,-0.9%,-2.4%,-18.7%
CC(=O)Nc1ccc(S(=O)(=O)NC2=NCN(c3cccc([N+](=O)[O-])c3)CN2)cc1,5.9%,1.1%,?
COc1ccc(NC(=O)CN(C)C(=O)c2ccc(S(=O)(=O)Nc3ccccc3F)cc2)cc1,-7.6%,-4.1%,-1.6%
c1ccc2nc3c(cc2c1)CCCCC3,?,-0.5%,18.4µM*
CC(NC(=O)CN1CCCC1)c1ccccc1 (stereo unspecified),3.1%,-10.5%,11.3%
COc1ccc(-c2[nH]ncc2CN2CCC(OCc3ccccc3)CC2)c(F)c1,-11.1%,-12.9%,6.0%
O=C(COc1ccc(Br)cc1F)NC1CC1,7.6%,-4.1%,?
C=CCNC(=O)NC(=O)COC(=O)/C=C/c1cccc([N+](=O)[O-])c1,-5.1%,-5.4%,1.2%

# Quoted at random: two entries already listed
SMILES,FEN1 inhibitor,KAT2A inh,DT40 TDP1 CPT
COc1ccc(NC(=O)CN(C)C(=O)c2ccc(S(=O)(=O)Nc3ccccc3F)cc2)cc1,-7.6%,-4.1%,-1.6%
CCn1c(SCC(=O)NC2CCCC2)nnc1-c1ccoc1C,-12.6%,-3.3%,-9.7%

# (next part)
SMILES,FEN1 inhibitor,KAT2A inh,DT40 TDP1 CPT
Cc1ccc(NC(=O)c2cccc(S(=O)(=O)N3CCCc4ccccc43)c2)nc1,-13.4%,-21.2%,?
COc1ccc(-c2cc(=Nc3ccc(C)cc3)c3ccccc3o2)cc1,-18.9%,-6.0%,?
COc1cc(OC)c(NC(=O)N2CCC(CN3CCCC3)CC2)cc1Cl,-14.6%,-4.0%,-0.6%
CC(C)=CCN1CCC(n2nccc2NC(=O)c2ccccc2Cl)CC1,11.9%,0.0%,-25.7%
c1ccc(-c2cnc(-c3ccccn3)nn2)cc1,-14.1%,·,?
COCCN1CCN(C(=O)c2ccc3nc(Cc4ccc(OC)c(OC)c4)oc3c2)CC1,-0.9%,?,11.6µM*
C=C1CCC[C@]2(C)C[C@H]3OC(=O)C(CNCC(OC)OC)[C@H]3CC12 (stereo partly specified),-11.7%,-9.8%,?
O=C(c1cc2c(s1)CCC2)N1C(=O)c2ccccc2S1(=O)=O,-11.9%,-2.0%,-4.3%
CC(=O)C1=C(c2ccccc2)NC(=S)NC1c1cc(Cl)c(OC(C)C)c(Cl)c1 (stereo unspecified),-4.2%,-13.4%,?
CCSc1nc2ccccc2n1Cc1cccc([N+](=O)[O-])c1,-4.4%,0.0%,?
CCC(=O)NNc1ncnc2c1cnn2C,-0.7%,-2.0%,7.4%
Cc1cc(C)cc(NC(=O)CSc2nc(N)c(NC(=O)c3ccc(Br)o3)c(=O)[nH]2)c1,2.7%,-1.9%,3.0%
COc1cccc(OC)c1C(=O)Nc1ccc(N2CCN(C(=O)c3ccco3)CC2)cc1,6.8%,-3.6%,9.8%
CCCC(=O)Nc1cc(-c2nc3ncccc3o2)ccc1C,-7.7%,-0.5%,-5.0%
COC(=O)c1ccc(NC(=S)NCCc2ccccc2)cc1,-15.5%,-1.4%,?
COc1ccc(C(=O)OCC(=O)N2CCN(S(=O)(=O)c3ccc(C)cc3)CC2)cc1[N+](=O)[O-],-4.6%,·,-7.6%
Cc1cc(C)cc(-n2c(C)cc(/C=N/NC(=O)c3ccncc3)c2C)c1,4.3%,1.5%,-5.6%
CN(C)/C=C1\C(=O)NN=C1C(F)(F)F,-5.7%,-7.6%,18.1%
Clc1ccccc1C1CC(c2ccccc2)Nc2ncnn21 (stereo unspecified),-1.8%,-0.3%,14.6µM*
CN(Cc1ccccc1F)C(=O)c1ccc(NS(=O)(=O)c2ccc3[nH]c(=O)[nH]c3c2)cc1,1.7%,-3.6%,4.7%
COc1cc(C(=O)NCCc2sc(-c3cccc(F)c3)nc2C)cc(OC)c1OC,-3.3%,?,9.2µM*
Cc1ccc2c(=O)c(C(=O)c3ccc(F)cc3)cn(CC(=O)NCc3ccccc3Cl)c2n1,-5.9%,36.1%[activator],-24.1%
C[C@@H]1NC(=O)c2cc([N+](=O)[O-])cc(I)c2NCC[C@@H](C(N)=O)NC(=O)[C@H](CC(N)=O)NC1=O,-9.4%,-10.6%,6.8%
COc1cccc(CN(C)C(=O)c2cc(-c3ccc(OC)c(OC)c3)nc3ccccc23)c1,-14.1%,-1.9%,14.6µM*
CCOC(=O)C1=C(C)c2ccccc2OC1(CC)C(=O)OCC (stereo unspecified),-0.9%,-3.2%,?
COCc1[nH]nc2c1C(c1ccnc3ccccc13)C(C#N)=C(N)O2 (stereo unspecified),-1.0%,-12.1%,18.4µM*

# Structural class: the compounds so far with an NH in an aromatic ring (10)
SMILES,FEN1 inhibitor,KAT2A inh,DT40 TDP1 CPT
O=C1N[C@@H](Cc2c[nH]c3ccccc23)COC(=O)[C@@H](Cc2ccc(F)cc2)CC/C=C/C[C@@H]1CC(=O)N(CCO)Cc1ccccc1,-11.7%,-10.5%,?
COc1cc(-c2cc3nc(C)c(C)c(=O)n3[nH]2)cc(OC)c1OC,6.0%,-12.9%,-9.0%
Cc1cc(C)cc(N(CCC#N)C(=O)CSc2nc3ccccc3c(=O)[nH]2)c1,-13.9%,-3.9%,-7.2%
COC(=O)CN1C(=O)C(O)(c2c(C)[nH]c3ccccc23)c2ccccc21 (stereo unspecified),-7.7%,-2.1%,?
COCCCN(C(=O)C1CCC1)c1c(N)n(Cc2ccccc2)c(=O)[nH]c1=O,2.4%,1.3%,-7.8%
CCOC(=O)c1[nH]c2c(c1Cc1ccccc1OC)C(=O)CC(c1ccc(OC)cc1)C2 (stereo unspecified),-7.9%,-7.2%,?
COc1ccc(-c2[nH]ncc2CN2CCC(OCc3ccccc3)CC2)c(F)c1,-11.1%,-12.9%,6.0%
Cc1cc(C)cc(NC(=O)CSc2nc(N)c(NC(=O)c3ccc(Br)o3)c(=O)[nH]2)c1,2.7%,-1.9%,3.0%
CN(Cc1ccccc1F)C(=O)c1ccc(NS(=O)(=O)c2ccc3[nH]c(=O)[nH]c3c2)cc1,1.7%,-3.6%,4.7%
COCc1[nH]nc2c1C(c1ccnc3ccccc13)C(C#N)=C(N)O2 (stereo unspecified),-1.0%,-12.1%,18.4µM*

# Compound activity from PubChem.

# An excerpt; the hit share may differ from the screen's.
